Myeloid diff MLP = myeloid differentiation induction | ER-HoxA9 myeloid progenitors, lysozyme-GFP differentiation, flow cytometry | calls only at 10 µM | 1% of 360,000 active;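 active means normalized GFP-positive differentiation at or above the plate's own cutoff, the solvent-only control mean plus 3 SD; inconclusive means no clear call, values can overlap the other calls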;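 further: cells exposed to compound for four days before flow analysis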
b-catenin transl = modulators of beta-catenin nuclear translocation | HeLa beta-catenin nuclear translocation, immunofluorescence imaging | nuclear translocation activity, % at 5 µM | 0.3% of 190,000 active | AID 1665;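 active means nuclear translocation activity above 50% at 5 µM, with a well cell count of 50 or more; inconclusive means wells under 50 cells across six images, flagged as toxic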;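 further: per-cell ratio of nuclear to cytoplasmic median beta-catenin stain intensity; plate controls were DMSO negative control for no effect and GSK-3 inhibitor IX positive control for full effect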
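Signal – beta-catenin immunofluorescence imaging with DAPI · Test system – human HeLa cell line · Dosing – 5 µM primary single dose, 0.1% DMSO, 0.02–20 µM confirmation series · Measure – % activation, nuclear-to-cytoplasmic median beta-catenin signal ratio per cell · Incubation – 24 h compound exposure at 37°C, 5% CO2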
Hep lipid drop = modulators of hepatic lipid droplet formation; inhibition, % at 6.5 µM; 0.4% of 240,000 active; AML12 mouse hepatocytes, oleate lipid droplets, BODIPY imaging; AID 1656;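 active means lipid droplet intensity inhibited by at least 50%, with more than 500 cells counted; inconclusive means wells with under 300 cells, treated as cytotoxic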
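Test system: AML12 hepatocytes (mouse); reagent: oleate loading, 100 µM; dosing: one dose, 6.5 µM compound; incubation: overnight exposure; signal: fluorescence imaging, 20x objective, two fields per well; read-out basis: % inhibition of corrected integrated BODIPY droplet signal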
T cell modulator = T cell immune modulation candidate | AID 2052 | 0.068% of 330,000 active | 2C CD8+ T cell-vesicle binding, flow cytometry; hits give low values | calls only at 7 µM;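 active means response, share of CD8 T cells binding vesicles, and their 90th percentile fluorescence all below set limits, cut at about 80% in these data, passing the limit was not always enough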
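incubation = binding step 1.5 h, 37 °C, antibody labelling 20 min, ice | test system = 2C mouse CD8+ T cells | read-out basis = percent CD8+ FL2 mean versus row control | controls = Peptide-free naked vesicles (low) and QL9 vesicles with 0.7% DMSO vehicle (high) | detection = flow cytometry of vesicle-bound cells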
WT yeast gro inh = growth inhibition of WT yeast, mitochondrial fusion screen | mitochondrial fusion phenotypic screen, WT strain | inhibition, % at 10 µM | 2.1% of 190,000 active; in the data active means inhibition above about 58%; tested in S. cerevisiae
Autophagy HCS = autophagy modulation, high-content screen. AID 463193. calls only at 10 µM (by protocol). MEF GFP-LC3 puncta imaging; test concentration mostly 10 µM. 0.98% of 190,000 active;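 active means percentage of spot-positive cells more than 3 SD above its plate mean, without a fluorescence outlier flag or 80% toxicity; inconclusive means no clear call, values can overlap the other calls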;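 further: spot-positive cell cutoff set from DMSO-treated cells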
MT stabilizer = stabilizes microtubules in HeLa cells | HeLa tubulin immunostaining HCS, 24 h; share of cells brighter than vehicle mean+2SD | % tubulin-high responders, % at 10 µM | 0.83% of 200,000 active | AID 2205;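 active means plate Z-score above 3 for both tubulin-high and condensed-nucleus cell shares, with cell loss under 80%, at 10 µM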;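 further: anti alpha tubulin signal scored within the nucleus-defined area of each cell; some results filed as inactive read as strong as hits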
West Nile antiviral = West Nile virus antiviral activity, cell-based, CPE readout (AID 1621); 0.02% of 290,000 active; West Nile virus-infected cells, CPE inhibition; higher % means a stronger effect; CPE inhibition, % at 10 µM; hits with a dose series show IC50 in µM; in the data active means a potency from the dose series; inconclusive means CPE inhibition mostly from about 3.7% at the one dose, without a potency; inactive means the rest, 99 in 100 with CPE inhibition below about 2.2%; further: strong numbers were not always called active
Insulin prom up = MIN6 insulin promoter up-regulation. MIN6 insulin promoter-GFP reporter, high-content imaging; hits give high values. z-score at 5 µM. 0.3% of 190,000 active. AID 1625;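 active means z-score above 3 at 5 µM with at least 500 cells counted in the well; inconclusive means wells under 500 cells, flagged as cytotoxic or low count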
WT yeast gro inh mutant strain = recorded beside WT yeast gro inh, whose call it bears; inhibition, %; mitochondrial fusion phenotypic screen, mutant strain inhibition
Insulin prom up cell count = further read-out of Insulin prom up, marked with its call; cell count; measured here: cytotoxicity, nuclei count;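 total cells summed across four imaged fields per well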
Hep lipid drop cells 6.5 µM = also measured in Hep lipid drop; calls as there; cell count; measured here: cell count, cytotoxicity flag;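 cells counted across two imaged fields per well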
b-catenin transl cell count 5 µM = also measured in b-catenin transl; calls as there; cell count; measured here: cell count, cytotoxicity flag
T cell modulator vesicle-bound % = recorded beside T cell modulator, whose call it bears; double positive events, %; measured here: CD8+ vesicle-bound cell fraction;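 binding gate set so that unloaded-vesicle control wells show 10% double positive cells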
MT stabilizer Hoechst-high % = recorded beside MT stabilizer, whose call it bears; % Hoechst-high responders; measured here: nuclear condensation Hoechst responders;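 share of cells brighter than vehicle mean plus two SD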
MT stabilizer cytotoxicity % = recorded beside MT stabilizer, whose call it bears; toxicity, %; measured here: cytotoxicity by cell density;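 0% = mean cell density of plate MIN control wells and 100% = no cells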
Autophagy HCS cell loss 18 h = second read-out of Autophagy HCS, no call of its own (marks repeat the call); toxicity, %; measured here: cell loss, nuclei count;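 cell loss after 18 h compound exposure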
Myeloid diff MLP GFP+ MAC1+ % = second read-out of Myeloid diff MLP, no call of its own (marks repeat the call); GFP+ MAC1+ double positive, %; measured here: differentiation confirmed by MAC1 staining
Numbers without * were called inactive; i = inactive; ? = inconclusive; . = no result given.

Below each SMILES: Myeloid diff MLP	Myeloid diff MLP GFP+ MAC1+ %	b-catenin transl	b-catenin transl cell count 5 µM	Hep lipid drop	Hep lipid drop cells 6.5 µM	T cell modulator	T cell modulator vesicle-bound %	WT yeast gro inh	WT yeast gro inh mutant strain	Autophagy HCS	Autophagy HCS cell loss 18 h	MT stabilizer	MT stabilizer Hoechst-high %	MT stabilizer cytotoxicity %	West Nile antiviral	Insulin prom up	Insulin prom up cell count
CCOc1ccc2nc(NC(=O)CN3CCC(n4nnc5cc(C(F)(F)F)ccc54)CC3)sc2c1
 : i	1.6	4.1	1380	.	.	i	14	28	21	i	-7	3.8	2.5	6.9	-0.4%	-1.9	570
Cc1ccc(CN(C)CCc2ccccn2)cc1
 : i	9.7	-2.9	1283	-6	775	i	29	10	-10	i	2	2.4	1.7	3.9	-0.1%	-0.58	1296
Cc1ccc(C(=O)c2cc3c(cc2[N+](=O)[O-])OCCO3)cc1
 : i	0.3	-1.4	803	26	530	i	46	24	19	i	9	2.3	1.3	6.9	-0.1%	-2.5	997
Cc1noc(C)c1S(=O)(=O)N1CCC(C(=O)NCCCN2CC(C)CC(C)C2)CC1 (stereo unspecified)
 : i	0.1	-1.8	1082	-3	738	i	45	2	0	i	-2	2.8	3.2	4.9	1.0%	-0.94	1246
CC(C)(C)CC(C)(C)NC(=O)Nc1cccc([N+](=O)[O-])c1
 : i	0.4	-1.6	1079	2	677	i	22	64*	12*	i	-2	2.9	1.5	0.7	?	0.15	1624
CC(Oc1ccc2c(-c3ccccc3)cc(=O)oc2c1)C(=O)NCc1ccccn1 (stereo unspecified)
 : i	3.6	.	.	-6	807	i	24	.	.	.	.	.	.	.	-0.7%	.	.
COc1ccc(/C=N/NC(=O)c2cc(O)c(O)c(O)c2)cc1Cn1cc([N+](=O)[O-])cn1
 : i	0.6	1.7	1108	10	719	.	.	-9	1	i	2	6.4	1.7	6.2	0.2%	0.33	1029
COCCn1c(SCc2nc3ccccc3c(=O)[nH]2)nnc1-c1ccncc1
 : i	0.7	-0.9	1060	14	627	i	34	-24	-1	i	-5	3.6	1.8	8.0	?	.	.
CCc1ccc(NC(=O)CSc2ccc(-c3ccccn3)nn2)cc1
 : i	1.2	.	.	-1	630	i	7	.	.	.	.	.	.	.	-0.2%	.	.
O=C(NCc1ccc2c(c1)OCO2)c1ccc(Br)s1
 : i	0.5	0.5	1365	1	694	i	39	.	.	.	.	.	.	.	-0.3%	-0.73	1035
Cc1ccc(N2CC(C(=O)OCc3ccccc3F)CC2=O)cc1 (stereo unspecified)
 : i	0.5	-1.2	1064	6	628	i	37	2	11	i	3	4.9	2.6	7.1	0.3%	-0.26	1873
O=C(NCC1CCCO1)c1ccc2c(=O)n(Cc3ccco3)c(SCC(=O)N3CCCC3)nc2c1 (stereo unspecified)
 : i	1.1	-0.7	1328	.	.	i	43	-5	5	i	-8	1.3	1.5	5.3	0.0%	-0.28	1607
C=CCc1cc(Cl)ccc1OCCN(C)C
 : i	2.7	-2.6	1333	.	.	i	15	-17	-3	i	3	2.1	1.6	5.6	-0.7%	-0.45	1368
Nc1nc(Cl)cc(N2CCC(c3cc(-c4ccc(Cl)cc4Cl)n[nH]3)CC2)n1
 : i	0.9	.	.	.	.	i	55	64	70	i	4	2.5	1.5	7.3	?	.	.
CCN(CC)C(=O)CNC(=O)Cc1ccc(Cl)cc1
 : i	10	-1.6	1135	1	751	i	34	-16	-3	i	-13	1.7	1.1	5.4	1.2%	0.04	848
Cn1c(=O)c2c(-c3ccccc3)n(N3CCOCC3)cc2n(C)c1=O
 : i	0.9	-0.6	1188	.	.	i	38	-5	7	i	-15	3.2	2.5	6.4	-0.2%	0.01	1124
OC(CN1CCN(c2cccc(Cl)c2)CC1)c1ccccc1 (stereo unspecified)
 : i	1.0	.	.	-32	808	i	50	.	.	.	.	.	.	.	-0.6%	.	.
COc1ccc(/C=C(/C#N)S(=O)(=O)c2ccc(C)cc2)cc1
 : i	1.8	.	.	13	790	i	55	-10	7	i	4	1.6	1.7	10	1.4%	-0.35	1000
CC(C)c1ccc(NC(=S)N2CCN(Cc3ccccc3)CC2)cc1
 : i	0.3	-2.1	942	-7	694	i	56	40	28	i	-8	2.0	1.6	6.8	0.3%	0.4	1576
CCc1nc2ccc(C(=O)NCCCN3CCN(c4ccccc4F)CC3)cc2nc1CC
 : i	0.3	.	.	19	846	i	53	.	.	.	.	.	.	.	-1.5%	.	.
CN1C(=O)/C(=C/c2ccc(OCc3ccc(F)cc3)cc2)NC1=S
 : i	0.6	.	.	-1	409	i	20	.	.	.	.	.	.	.	-0.4%	.	.
CC(C)c1ccc(N=C2NN=C(c3cccs3)CS2)cc1
 : i	0.5	-2.9	1054	-20	661	i	20	23	-13	i	-11	1.5	2.6	5.7	0.3%	1.5	1234
CCC[C@H]1COCCS(=O)(=O)N1Cc1ccccc1
 : i	0.4	.	.	-2	747	i	18	.	.	.	.	.	.	.	-0.3%	.	.
C=CCn1c(SCC(=O)Nc2ccccc2F)nnc1C(C)NC(=O)c1ccccc1F (stereo unspecified)
 : i	2.0	.	.	-19	677	i	28	.	.	.	.	.	.	.	0.2%	.	.
Cc1n[nH]c(C)c1S(=O)(=O)N1CCCC(C(=O)NCc2cccs2)C1 (stereo unspecified)
 : i	1.8	.	.	1	712	i	58	0	16	i	-15	2.2	2.4	12	1.4%	0.85	993
CN1CCN(/C=N/c2c(C#N)cnn2Cc2ccccc2)CC1
 : i	1.0	-4.6	873	.	.	i	41	4	12	i	-3	4.8	2.6	13	0.1%	0.44	1536
Cc1cc[n+](CC(=O)N2CCCc3ccccc32)cc1
 : i	0.4	-0.3	1111	19	720	i	19	6	2	i	-32	4.2	1.2	2.9	0.3%	-0.34	1300
NC(=O)COc1ccc(C23CC4CC(CC(C4)C2)C3)cc1
 : i	0.2	-2.4	1121	11	659	i	53	-13	-21	i	-2	1.9	1.7	14	-1.2%	0.45	1402
CCC(C)c1ccc(C(C)NC(=S)NCc2ccc(F)cc2)cc1 (stereo unspecified)
 : i	1.4	.	.	-11	809	i	62	.	.	.	.	.	.	.	-0.1%	.	.
CC(=O)Nc1ncc(Cc2cccc(Cl)c2Cl)s1
 : i	0.1	-0.4	1507	-2	731	i	51	-3	12	i	-4	4.1	2.3	4.2	0.2%	0.54	1347

Single records, as listed above. Order of screens: Myeloid diff MLP, Myeloid diff MLP GFP+ MAC1+ %, b-catenin transl, b-catenin transl cell count 5 µM, Hep lipid drop, Hep lipid drop cells 6.5 µM, T cell modulator, T cell modulator vesicle-bound %, WT yeast gro inh, WT yeast gro inh mutant strain, Autophagy HCS, Autophagy HCS cell loss 18 h, MT stabilizer, MT stabilizer Hoechst-high %, MT stabilizer cytotoxicity %, West Nile antiviral, Insulin prom up, Insulin prom up cell count
Cc1n[nH]c(C)c1S(=O)(=O)N1CCCC(C(=O)NCc2cccs2)C1 (stereo unspecified) reads i, 1.8, ., ., 1, 712, i, 58, 0, 16, i, -15, 2.2, 2.4, 12, 1.4%, 0.85, 993
COc1ccc(/C=N/NC(=O)c2cc(O)c(O)c(O)c2)cc1Cn1cc([N+](=O)[O-])cn1 reads i, 0.6, 1.7, 1108, 10, 719, ., ., -9, 1, i, 2, 6.4, 1.7, 6.2, 0.2%, 0.33, 1029

The list continues:
Below each SMILES: Myeloid diff MLP	Myeloid diff MLP GFP+ MAC1+ %	b-catenin transl	b-catenin transl cell count 5 µM	Hep lipid drop	Hep lipid drop cells 6.5 µM	T cell modulator	T cell modulator vesicle-bound %	WT yeast gro inh	WT yeast gro inh mutant strain	Autophagy HCS	Autophagy HCS cell loss 18 h	MT stabilizer	MT stabilizer Hoechst-high %	MT stabilizer cytotoxicity %	West Nile antiviral	Insulin prom up	Insulin prom up cell count
OCCC1CN(Cc2ccon2)CCN1CCc1ccccc1 (stereo unspecified)
 : i	0.8	1.6	913	16	715	i	38	-7	6	i	3	4.2	2.6	3.6	0.5%	.	.
Cc1nnc(SC(C)C#N)n1-c1ccccc1 (stereo unspecified)
 : i	0.3	-5.0	1153	16	681	i	8	-12	6	i	-5	3.3	3.6	8.0	-0.2%	0.25	1283
COC(=O)c1cc(NS(=O)(=O)c2ccc(NCc3cccnc3)c(N)c2)cc(C(=O)OC)c1
 : i	0.4	0.0	1187	-41	438	i	46	-5	-13	i	-5	2.2	4.6	8.0	-0.2%	-0.53	1466
Cc1cccc(NC(=O)COC(=O)c2cccc3c2C(=O)c2ccccc2C3=O)c1C
 : i	0.4	0.6	1133	-2	696	i	59	16	1	i	7	2.9	2.1	6.6	0.0%	-0.9	1385
Cc1ccc(C2C=C(c3ccccc3OC(F)F)Nc3ncnn32)cc1 (stereo unspecified)
 : i	0.6	.	.	-4	682	i	8	6	11	i	11	1.7	2.2	6.6	.	0.02	1255
